# TAG inh – triacylglycerol accumulation inhibition. inhibition, % at 12.5 µM. 230,000 tested, 0.66% active. H9c2 cells, Nile Red lipid (TAG) fluorescence; cells loaded with 200 µM oleic acid;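 active = pattern-corrected inhibition of lipid staining of at least 50% with the nuclear-stain viability signal not falling by more than 50%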;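 note: 0% = DMSO wells and 100% = triacsin C control wells; some results filed as inactive read as strong as hits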
# TAG inh DAPI viability – recorded beside TAG inh, whose call it bears; DAPI nuclei signal change (viability), lower = more cytotoxic, %;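 whole-well DAPI fluorescence read on a plate reader as a viability signal; minus 50 percent equals half of cells still viable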
# The depositor's hits bear a star. A portion of the library. The share of hits here may be higher or lower than overall.
# Sample of the layout, 22 compounds:
SMILES,TAG inh,TAG inh DAPI viability
CCc1ccc(NC(=O)Cn2nc(C(F)(F)F)c3c2CCC3)cc1,-120,-10
Cc1ccc(Cn2nnnc2CN2CCC(NC(=O)c3ccccc3F)CC2)cc1,-5,1
CCCn1nc(C(=O)OCn2nnc3ccccc3c2=O)c2ccccc2c1=O,-2,4
COc1ccc(S(=O)(=O)N2CCOC2CNC(=O)C(=O)NCc2ccc(F)cc2)cc1 (stereo unspecified),-9,7
CCOC(=O)C1=C(C)c2ccccc2OC1(C)C(=O)OCC (stereo unspecified),-25,4
N#CC1(NC(=O)COC(=O)c2cccc(-n3cnnn3)c2)CCCCC1,-1,-5
Cc1ccccc1C(=O)OCn1nnc2ccccc2c1=O,8,-6
Cn1c(=O)c2c(ncn2CC(=O)N2CCN(c3ccc([N+](=O)[O-])cc3)CC2)n(C)c1=O,-10,4
O=C(C=Cc1ccccc1O)c1ccccc1O,-35,6
CC(C)CN(CCNC(=O)CN1C(=O)CSc2ccc(S(=O)(=O)N3CCOCC3)cc21)CC(C)C,-24,18
CCCC(=O)N(Cc1cc2cc(OC)ccc2[nH]c1=O)c1ccccc1OC,-2,-2
O=C(O)CCCCCN1C(=O)/C(=C\c2cn(-c3ccccc3)nc2-c2cccs2)SC1=S,-10,7
COCCNc1nc(NCC2CCCCC2)c2sc(-c3ccccc3)cc2n1,37,-6
O=C1c2ccccc2CCC12N=NCC2c1ccccc1 (stereo unspecified),0,-11
O=C(COc1ccccc1)Nc1ccc2c(c1)C(=O)N(CC1CCCO1)C2=O (stereo unspecified),-1,-8
O=c1cnnc(Nc2cccc(F)c2)[nH]1,9,-6
CC(=O)N=c1n(C)c2ccccc2n1CCOc1ccccc1,-1,0
COCCSc1ccccc1C(=O)N1CCN(c2ccccc2OC)CC1,21,-5
O=C(Nc1cccc(S(=O)(=O)NC2=NCCC2)c1)c1cn(-c2ccccc2)nc1-c1ccc(F)cc1,6,0
Cc1ccc(NC(=O)CSCC(=O)Nc2sccc2C#N)cc1,-19,5
OC(c1ccccc1)c1nc(-c2cnc3ccccc3c2)cs1 (stereo unspecified),-20,10
Cc1cc(=S)nc(-c2ccccn2)[nH]1,-17,9

# The whole of this part, repeating the preview:
SMILES,TAG inh,TAG inh DAPI viability
CCc1ccc(NC(=O)Cn2nc(C(F)(F)F)c3c2CCC3)cc1,-120,-10
Cc1ccc(Cn2nnnc2CN2CCC(NC(=O)c3ccccc3F)CC2)cc1,-5,1
CCCn1nc(C(=O)OCn2nnc3ccccc3c2=O)c2ccccc2c1=O,-2,4
COc1ccc(S(=O)(=O)N2CCOC2CNC(=O)C(=O)NCc2ccc(F)cc2)cc1 (stereo unspecified),-9,7
CCOC(=O)C1=C(C)c2ccccc2OC1(C)C(=O)OCC (stereo unspecified),-25,4
N#CC1(NC(=O)COC(=O)c2cccc(-n3cnnn3)c2)CCCCC1,-1,-5
Cc1ccccc1C(=O)OCn1nnc2ccccc2c1=O,8,-6
Cn1c(=O)c2c(ncn2CC(=O)N2CCN(c3ccc([N+](=O)[O-])cc3)CC2)n(C)c1=O,-10,4
O=C(C=Cc1ccccc1O)c1ccccc1O,-35,6
CC(C)CN(CCNC(=O)CN1C(=O)CSc2ccc(S(=O)(=O)N3CCOCC3)cc21)CC(C)C,-24,18
CCCC(=O)N(Cc1cc2cc(OC)ccc2[nH]c1=O)c1ccccc1OC,-2,-2
O=C(O)CCCCCN1C(=O)/C(=C\c2cn(-c3ccccc3)nc2-c2cccs2)SC1=S,-10,7
COCCNc1nc(NCC2CCCCC2)c2sc(-c3ccccc3)cc2n1,37,-6
O=C1c2ccccc2CCC12N=NCC2c1ccccc1 (stereo unspecified),0,-11
O=C(COc1ccccc1)Nc1ccc2c(c1)C(=O)N(CC1CCCO1)C2=O (stereo unspecified),-1,-8
O=c1cnnc(Nc2cccc(F)c2)[nH]1,9,-6
CC(=O)N=c1n(C)c2ccccc2n1CCOc1ccccc1,-1,0
COCCSc1ccccc1C(=O)N1CCN(c2ccccc2OC)CC1,21,-5
O=C(Nc1cccc(S(=O)(=O)NC2=NCCC2)c1)c1cn(-c2ccccc2)nc1-c1ccc(F)cc1,6,0
Cc1ccc(NC(=O)CSCC(=O)Nc2sccc2C#N)cc1,-19,5
OC(c1ccccc1)c1nc(-c2cnc3ccccc3c2)cs1 (stereo unspecified),-20,10
Cc1cc(=S)nc(-c2ccccn2)[nH]1,-17,9
CCOc1ncccc1C(=O)OCC(=O)c1cc(OC)ccc1OC,-34,-6
O=C(NCCO)c1c(-c2ccc3c(c2)OCO3)noc1-c1ccsc1,14,2
CN(C)c1ccc(C(=O)Nc2nnc(-c3ccc(Cl)cc3)o2)cc1,4,-5
O=c1cc(Cl)nc2ccccn12,-12,5
CC(C)(C)C(=O)Nc1ccc(-c2cnco2)cc1,-11,4
CCOc1ccc(CC(=O)Nc2ccc(NC(=O)c3ccco3)cc2)cc1OCC,13,5
C=CCNCC(=O)Nc1sc2c(c1C(=O)Nc1ccc(OC)cc1OC)CCC2,11,4
Cc1nnc(SCc2ccccc2)nc1-c1ccccc1,-24,-1
COCC(=O)N(C)C[C@H]1Oc2cc(Br)ccc2S(=O)(=O)N([C@H](C)CO)C[C@H]1C,8,-3
O=C(COC(=O)c1ccc(F)cc1)NC1CC1,-1,-4
COc1ccc(OC)c(-n2c(N)c(C(=O)NCC3CCCO3)c3nc4ccccc4nc32)c1 (stereo unspecified),5,-2
CC1(c2cccc(Br)c2)NC(=O)N(CC(=O)N2CCN(C(=O)c3ccco3)CC2)C1=O (stereo unspecified),-3,0
CC1CCCCC12NC(=O)N(CC(=O)N1CCN(C(=O)c3ccco3)CC1)C2=O (stereo unspecified),-10,0
Cc1ccc(-c2nn3cnnc3c3ccccc23)cc1C,-49,13
O=C1CC2(CCN(C(=O)c3c(F)cccc3Cl)CC2)Oc2ccccc21,9,1
Cc1noc(/C=C/N(C)C)c1S(=O)(=O)N1CCCC(C(=O)NC2CCCCC2C)C1 (stereo unspecified),45,-14
CCOC(=O)N1CCN(c2c(NC3CCN(Cc4ccccc4)CC3)c(=O)c2=O)CC1,-4,-2
COCCNC(=O)Cn1cc(S(=O)(=O)N2CCN(c3ccccc3F)CC2)c2ccccc2c1=O,-9,-1
COC(=O)c1c(O)ccc(Oc2ccccc2)c1C(=O)OC,-3,6
CCOC(=O)c1[nH]c2ccc(OCC)cc2c1NC(=O)CN1CCN(c2ccccc2)CC1,58*,25*
CCC(=O)N1N=C(c2c(O)n(C)c(=O)n(C)c2=O)CC1c1ccccc1 (stereo unspecified),0,-11
O=C(Cn1cc([N+](=O)[O-])nc1[N+](=O)[O-])N1CCN(c2ccccc2)CC1,3,7
CCCCn1ccnc1C(=O)c1cccc(S(=O)(=O)N2c3ccccc3CC2C)c1 (stereo unspecified),-18,2
O=C(CSc1nc2c(c(=O)n1-c1ccccc1)SCC2)NCC1CCCO1 (stereo unspecified),4,5
O=C(OC1CCOC1=O)c1ccc(NS(=O)(=O)c2cccs2)cc1 (stereo unspecified),8,-1
CCOC(=O)c1ccc(C(=O)NNC(=O)C2CC=CCC2)cc1 (stereo unspecified),7,-4
COc1cc2nc(CN3CCN(S(=O)(=O)c4ccccc4C(F)(F)F)CC3)[nH]c(=O)c2cc1OC,2,-4
COc1ccc(NC(=O)c2ccc3c(c2)OCO3)cc1S(=O)(=O)N1CCOCC1,-19,15

# Looked up by compound from above, 2 records:
SMILES,TAG inh,TAG inh DAPI viability
COc1ccc(OC)c(-n2c(N)c(C(=O)NCC3CCCO3)c3nc4ccccc4nc32)c1 (stereo unspecified),5,-2
COc1cc2nc(CN3CCN(S(=O)(=O)c4ccccc4C(F)(F)F)CC3)[nH]c(=O)c2cc1OC,2,-4

# Continued.
SMILES,TAG inh,TAG inh DAPI viability
CCC(C)(C)C1CCc2[nH]nc(C(=O)NC3CCCCC3)c2C1 (stereo unspecified),36,2
COC(=O)N/N=C/c1cn(Cc2ccccc2F)c2ccccc12,-46,2
O=C1CCCN1CCCNc1nc(NCc2cccs2)nc2ccsc12,6,-2
COC(=O)[C@]1(C)N[C@H](CN(C)S(=O)(=O)c2ccc(OC)cc2)[C@@H]2C(=O)N(C)C(=O)[C@@H]21,1,-5
CCOC(=O)c1c(C)sc2c1N(C(C)=O)c1cc(Cl)ccc1S2,-27,6
O=C(CC1CCCC1)Nc1nc2ccccc2[nH]1,-19,4
CC(C)Cn1cnc2c(N)nc3ccccc3c21,-4,1
Cc1ccccc1-c1cc(C(=O)NCc2cccc(Br)c2)nn1CC1CC(c2cccc([N+](=O)[O-])c2)=NO1 (stereo unspecified),1,0
O=c1cc(N2CCOCC2)[nH]c(=O)n1C1CCCCC1,-1,5
Cc1oc(-c2cc(F)cc(F)c2)nc1CN1CCSCC1,-13,-1
CC(NC(=O)COC(=O)c1ccc[nH]c1=O)c1ccccc1 (stereo unspecified),-15,12
O=C(O)Cc1ccc(NC(=S)Nc2ccc(Br)cc2Cl)cc1,7,2
CC(=O)N1c2ccc(S(=O)(=O)N3CCCC(C(=O)Nc4cccc(F)c4)C3)cc2CC1C (stereo unspecified),-17,17
COc1ccc(OCC(=O)NCCCN2CCOCC2)cc1,0,5
COCCNC(=O)C1CC(c2ccccc2C(F)(F)F)=NO1 (stereo unspecified),-12,-7
O=C(Cc1ccccc1)NNC1CC(=O)N(c2ccc(Cl)cc2)C1=O (stereo unspecified),7,8
COc1ccc(C2CC(c3c(-c4ccccc4)c4cc(Cl)ccc4[nH]c3=O)=NN2S(C)(=O)=O)cc1 (stereo unspecified),9,-2
O=C(c1[nH]ncc1-c1cccc(Br)c1)C1CO1 (stereo unspecified),11,-6
OCc1cn(-c2ccccc2)nc1-c1ccc(-c2nn(-c3ccccc3)cc2CO)cc1,-13,39
O=C(Oc1cccc(/C=N/Nc2nc(Nc3ccccc3)nc(N3CCOCC3)n2)c1)c1ccco1,132,-92
Cc1ccc(NC(=O)C2CCCN2C(=O)OCc2ccccc2)c(C)c1 (stereo unspecified),-9,-2
COC(=O)CCC(=O)OC1(C)C(=O)C2=CN(Cc3ccccc3)C(c3ccc(OC)cc3)=CC2=C(Br)C1=O (stereo unspecified),-3,-2
O=[N+]([O-])c1ccc(CSc2ccc(-c3ccccn3)nn2)cc1,-12,-11
COc1ccc(-c2csc(Nc3cccc(C)n3)n2)cc1OC,8,5
O=C(Nc1cccc(S(=O)(=O)N2CCOCC2)c1)C1CC1,-8,-12
CC(NC(=O)COC(=O)CCc1nc(=O)c2ccccc2n1C)c1ccccc1 (stereo unspecified),1,-6
Cn1c2ccccc2c(=O)c2c(=O)n(-c3ccc(F)cc3)c(-c3cccs3)nc21,-7,4
COc1cc(C=O)ccc1Oc1nnnn1-c1ccccc1,4,3
CCC(C)(C(=O)NC1CCCC1)N(C(=O)CNC(C)=O)c1ccccc1 (stereo unspecified),17,-13
CCCn1c(/C=C/c2cc[n+](C)cc2)nc2ccccc21,7,36
CC(=O)N1CC=CC1(CC(C)C)C(=O)NCCc1c[nH]c2ccccc12 (stereo unspecified),9,-10
COc1ccc(NC(=O)CN(C)CC(=O)Nc2cccc(S(=O)(=O)N(C)c3ccccc3)c2)cc1,5,-12
O=C(Nc1ccc(F)c(Cl)c1)c1cc(C2CCCCN2C(=O)c2cccs2)on1 (stereo unspecified),5,3
Cc1occc1C(=O)Nc1sccc1C(N)=O,2,3
Cc1ccccc1C(=O)N=c1sccn1C,-13,-1
COc1ccc(NC(=O)CCS(=O)(=O)c2ccc3c(c2)CCCN3C(C)=O)cc1,-13,-12
CCc1ccc(NC(=S)N(CCN(C)C)C(C)c2ccncc2)cc1 (stereo unspecified),4,-3
CC(C)c1ccc(S(=O)(=O)N2CCN(C(=O)C3CCN(C(=O)c4ccc(F)cc4)CC3)CC2)cc1,11,-8
COC(=O)C1C2C=CC3(CN(C(C)C)C(=O)C13)O2 (stereo unspecified),3,-5
COc1ccc(C=O)cc1Cn1ccnc1,-7,8
Cc1ccccc1-c1nc(NCC2CC2)nc2ccsc12,-15,6
NC1=NC[C@H](c2ccccc2)N1CCCCC1CCCCC1,5,-5
Cc1ccc(NC(=S)N2CCN(c3nccc(C(F)(F)F)n3)CC2)c(C)c1,1,4
CCC(C)NC(=O)NC(=O)N(C1CCCCC1)S(C)(=O)=O (stereo unspecified),4,-3
COc1cc2ccccc2cc1C(=O)N1CCc2ccccc21,-20,1
Cn1nccc1C(=O)N1CCN(C23CC4CC(CC(C4)C2)C3)CC1,0,1
CCCn1nc2cc(C(=O)NC3CCc4ccccc43)ccc2c1OCC (stereo unspecified),14,-26
CC1CC(C)CN(C(=O)CCNC(=O)c2ccccc2Cl)C1 (stereo unspecified),-1,3
O=C(Nc1ccccc1-c1ccccc1)NC1CC2CCCC(C1)N2Cc1ccc(F)cc1 (stereo unspecified),11,25
O=C(O)CCSc1nnc(-c2ccncc2)n1-c1ccccc1,-4,-2

# The list continues.
SMILES,TAG inh,TAG inh DAPI viability
COc1ccc(C2Nc3ccccc3C(=O)N2Cc2ccco2)cc1COc1ccc(NC(C)=O)cc1 (stereo unspecified),-8,14
CCOc1ccc(NC(=O)c2ccc(CNc3c(N4CCCC4)c(=O)c3=O)cc2)cc1,2,1
O=C(CN(C(=O)C1CSC(=O)C1)c1cccc(F)c1)NC1CCCC1 (stereo unspecified),-12,3
CSc1nsc(/C=C/Nc2ccc(F)cc2F)c1C#N,0,3
CN(C)C(CNC(=O)c1cc(S(=O)(=O)N(C)c2ccccc2)ccc1Cl)c1cccs1 (stereo unspecified),10,4
O=C(COc1ccccc1Cl)NNC(=O)C1CCCO1 (stereo unspecified),-6,7
C(=NOCc1ccccc1)c1ccncc1,10,2

# Compound activity as filed in PubChem.
